HepG2 viability: HepG2 cytotoxicity, counter-screen for TGF-b inhibitors | HepG2 CAGA-GFP viability, ATP luminescence, 18 h | Potency, µM (highest dose often 46.1 µM), for inactives: at the highest dose activity change, negative = cytotoxicity, actives largely listed as cytotoxic | actives 0.76% (n = 410,000); note: potency is the fitted concentration of half-maximal effect; some results filed as inactive show a strong effect at the top dose
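CellTiter-Glo luminescence gave cytotoxicity after 18 hours at 37 degrees C. The cells were HepG2 CAGA-GFP in 1% FBS DMEM, stimulated with 500 pg/mL TGF-beta after compound addition. %Activity was normalised to no-cell wells (complete cell-killing) and DMSO (no toxicity), and curves were fitted and classified.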
Nrf2 block: inhibitors of Nrf2 signaling | A549 ARE-Fluc reporter, luciferase luminescence, 18-24 h | Potency, µM (top dose mostly 46 µM), for inactives: top-dose activity change, negative = inhibition, usual class: inhibitors | actives 2.1% (n = 360,000) | AID 504444; note: potency is the fitted concentration of half-maximal effect; % is set by controls: 0 for no effect and ±100 for the full control effect; nearly all actives have a fitted effect of over 60% in size
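Two sequential reads on A549 ARE_Fluc cells exposed to compound for 18-24 h: a CellTiter-Fluor fluorescence read for viability, then a luciferase luminescence read for Nrf2/ARE activity.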
Nrf2 activator: activators of Nrf2 (ARE) signaling; AREc32 ARE-luciferase reporter (MCF7-derived line), luminescence, 24 h; Potency, µM (titrated, usually from 46.1 µM), inactives show at the highest dose activation, actives largely listed as activators; actives 0.31% (n = 410,000); note: potency is the fitted concentration of half-maximal effect; % of control where 0% means no effect; nearly all actives have a fitted effect of over 65% in size
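Nrf2 activation is followed as ARE-luciferase induction in the AREc32 line after one day of compound treatment; luminescence is read with Steady-Glo.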
EPAC2 agonist: agonists of human EPAC2 (RAPGEF4) | EPAC2 activation, biochemical qHTS; response scale: 100% = 6.5 mM cAMP response | actives 0.079% (n = 360,000) | AID 720711 | Potency, µM (series often up to 154 µM), for inactives: top-dose activation, actives largely listed as activators; note: potency is the fitted concentration of half-maximal effect; nearly all actives have a fitted effect of over 50% in size
Target sequence (Q8WZA2 whole entry, looked up): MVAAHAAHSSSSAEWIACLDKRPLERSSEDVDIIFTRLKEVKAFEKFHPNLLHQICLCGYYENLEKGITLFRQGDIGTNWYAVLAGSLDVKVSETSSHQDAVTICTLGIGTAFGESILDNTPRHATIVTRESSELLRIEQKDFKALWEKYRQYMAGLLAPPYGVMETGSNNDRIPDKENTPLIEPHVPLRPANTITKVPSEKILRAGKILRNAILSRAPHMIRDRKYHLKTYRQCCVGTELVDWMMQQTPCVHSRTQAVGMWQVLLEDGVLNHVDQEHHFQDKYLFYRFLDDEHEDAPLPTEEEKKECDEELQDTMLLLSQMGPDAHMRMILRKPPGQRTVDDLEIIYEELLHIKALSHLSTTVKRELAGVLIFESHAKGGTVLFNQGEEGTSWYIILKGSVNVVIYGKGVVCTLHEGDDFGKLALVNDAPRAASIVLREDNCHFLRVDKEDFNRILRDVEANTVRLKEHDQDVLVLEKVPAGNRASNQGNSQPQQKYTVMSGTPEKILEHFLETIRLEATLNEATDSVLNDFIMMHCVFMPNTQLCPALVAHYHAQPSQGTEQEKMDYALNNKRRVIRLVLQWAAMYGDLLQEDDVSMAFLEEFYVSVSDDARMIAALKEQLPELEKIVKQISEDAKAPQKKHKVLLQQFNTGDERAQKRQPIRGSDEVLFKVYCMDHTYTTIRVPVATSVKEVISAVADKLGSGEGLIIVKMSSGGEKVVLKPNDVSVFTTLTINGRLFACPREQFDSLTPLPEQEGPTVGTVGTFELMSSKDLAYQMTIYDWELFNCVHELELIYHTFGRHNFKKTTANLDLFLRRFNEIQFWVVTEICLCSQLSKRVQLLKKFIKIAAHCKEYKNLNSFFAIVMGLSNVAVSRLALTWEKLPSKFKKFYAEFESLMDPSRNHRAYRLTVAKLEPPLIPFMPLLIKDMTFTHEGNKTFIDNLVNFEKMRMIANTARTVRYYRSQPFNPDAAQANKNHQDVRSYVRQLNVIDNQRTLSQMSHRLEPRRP
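qHTS, titration series. 100 nM EPAC2 / 250 nM Rap1B-BODIPY-GDP / 50 uM GDP; RT; ex 480/em 540 nm, 5-min reads to 30 min. Norm. to 6.5 mM cAMP = activation.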
TGFb inhibitor: inhibitors of TGF-b signaling; HepG2 CAGA-GFP TGF-b/SMAD3 reporter, GFP fluorescence, 18 h; TGF-beta stimulated, 500 pg/mL final; Potency, µM (top dose mostly 46.1 µM), inactives show top-dose activity, negative = inhibition, most hits filed as inhibitors; actives 1.2% (n = 410,000); note: potency is the fitted concentration of half-maximal effect; % is set by controls: 0 for no effect and ±100 for the full control effect; nearly all actives have a fitted effect of over 65% in size
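Inhibition of TGF-beta-driven CAGA-GFP reporter expression in HEPG2 cells is measured by cellular GFP fluorescence after 18 h stimulation with 500 pg/mL recombinant TGF-beta in 1% FBS medium at 37 degrees C.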
S2 tox: viability counter-screen for ATXN expression inhibitors. actives 0.49% (n = 400,000). S2 cells (HEK-293 line with an ATXN2-luciferase reporter) viability, CellTiter-Fluor protease fluorescence, 24 h. Potency, µM (series often up to 56.7 µM), actives largely listed as cytotoxic; note: potency is the fitted concentration of half-maximal effect; nearly all actives have a fitted effect of over 40% in size
IL-2 act: activates IL-2 in a cell-based reporter assay | activation, % (series mostly up to about 46 µM) | IL-2 activation reporter assay, cell-based qHTS; stimulated with anti-CD3/CD4/CD28 beads; in transgenic mouse T cells | actives 0.065% (n = 360,000); in the data active = activation above about 50%; inconclusive = mostly about 30% to 49%; note: 0% is about no effect
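Using fluorescent plate cytometry, EGFP and DsRed are detected in transgenic mouse T cells stimulated 18 h at 37 degrees C with antibody-coated beads after 60 min compound pretreatment.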
ATXN2 expr inh: inhibitors of ATXN2 expression | HEK-293 ATXN2-luciferase reporter, luminescence, 24 h | Potency, µM (series often up to 57 µM), for inactives: at the top dose activity change, negative = inhibition, actives largely listed as inhibitors | actives 0.72% (n = 360,000) | AID 1745845; note: potency is the fitted concentration of half-maximal effect; % is set by controls: 0 for no effect and ±100 for the full control effect; nearly all actives have a fitted effect of over 55% in size
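ATXN2-luciferase reporter cells (luciferase flanked by upstream and downstream ATXN2 gene portions) were treated 24 h at 37 °C with compounds at up to 57 uM. SteadyGlo luminescence gave expression; GF-AFC fluorescence gave viability.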
A549 viability: kills or reduces viability of A549 cells in Nrf2 counter-screen; AID 504648; A549 ARE-Fluc cells, CellTiter-Fluor viability, 18-24 h; actives 0.16% (n = 390,000); Potency, µM (titrated, usually from 46 µM), without a hit: at the top dose activity change, negative = cytotoxicity, most hits filed as inhibitors; note: potency is the fitted concentration of half-maximal effect; % is set by controls: 0 for no effect and ±100 for the full control effect
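A549 ARE_Fluc cells in 5% FBS OPTI-MEM were exposed to compounds in concentration-response for 18-24 h at 37 deg C. Viability was read by CellTiter-Fluor fluorescence (Ex 405/Em 525) after 30 min, before the luciferase read.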
Numbers without * were called inactive; i = inactive; ? = inconclusive; / = not tested or not shown; & = joins results of further samples; [ ] = dose if it differs, or a comment. Unless noted, calls come from the whole dose curve; as a rule, active = well fitted curve in the direction sought with a large enough effect; inconclusive = small, poorly fitted or top-dose-only effect, or another doubt; inactive = no such curve, though single readings can be large; an effect the other way counts as inactive or inconclusive.

SMILES	HepG2 viability	Nrf2 block	Nrf2 activator	EPAC2 agonist	TGFb inhibitor	S2 tox	IL-2 act	ATXN2 expr inh	A549 viability
COc1ccc(CNC(=O)C2CSC(c3ccc(OC)cc3)N2C(C)=O)cc1 (stereo not given)	-2%	2%	-1.4%	-2%	?	i	-1.3	7%	-2%
COc1cc(C(=O)NNC(=S)NC(=O)c2ccc(F)cc2)cc(OC)c1OC	-22%	-14%	-1.1%	7%	0%	i	0.6	-38%	-1%
Cc1ccc(NC(=O)CN2CCCC2)c2c1CC(C)(C)O2	0%	-1%	-0.8%	1%	4%	i	-2.7	-18%	-4%
CN(C)c1ccc(CN(C(=O)c2ccco2)C2CCS(=O)(=O)C2)cc1 (stereo not given)	-6%	14%	0.4%	2%	14%	i	1.2	-4%	-3%
N#Cc1cccc2c1-c1ccccc1/C2=N/NC(N)=O	-5%	?	3.1%	9%	-6%	?	1.3	?	-17%
CC(=O)c1cc(C(=O)N2CCc3c([nH]c4ccccc34)C2C2CCCCC2)[nH]n1 (stereo not given)	-31%	?	5.5%	9%	?	i	-0.3	-5%	-1%
O=C(c1nc2nc(-c3cccs3)cc(C(F)(F)F)n2n1)N1CCN(Cc2ccccc2)CC1	-18%	-16%	4.1%	1%	?	i	0.1	6%	1%
CCOC(=O)C[N+](CC)(CC)CC#Cc1ccccc1	1%	-5%	-0.1%	4%	0%	i	-0.6	7%	7%
Cc1nc2cc(NC(=O)NCc3ccccc3)ccc2o1	12%	2%	2.6%	8%	13%	i	1.1	21%	-11%
O=C(Nc1nc2cc3c(cc2s1)OCO3)c1ccc(N2C(=O)CCC2=O)cc1	-3%	9%	-0.6%	4%	-7%	i	-0.1	5%	3%
CCC1COC(c2cccn2Cc2ccccc2Cl)=N1 (stereo not given)	-1%	10%	-0.9%	12%	-11%	i	-0.4	/	14%
COc1ccc2c(c1OC)C(=O)OC2CC(=O)c1ccc2c(c1)OCO2 (stereo not given)	-1%&3%	1%	3.3%	1%	8%&7%	i	1.0	0%	-10%
Cc1cnc(NC(=O)CCNC(=O)c2ccccc2Cl)s1	12%	?	3.7%	-8%	11%	i	1.5	-25%[11.3 µM]	-8%
O=C(NCc1cccc(Cl)c1)C1CCCN(c2ncnc3onc(-c4ccc(F)cc4)c23)C1 (stereo not given)	-6%	-13%	3.6%	/	-28%	i	/	-13%	-2%
COCCOc1ccc(C(F)(F)F)cc1NC(=O)Cc1ccc(S(=O)(=O)N2CCOCC2)s1	-23%	-30%	0.5%	-4%	-31%	i	-4.0	-14%	3%
CCn1c(=O)c2cc(C(=O)Nc3cc(F)ccc3F)sc2c2ccccc21	-29%	11%	4.4%	/	1%	i	/	-6%	-8%
CC(=O)Nc1ccc(NC(=O)c2cccc3ccccc23)cc1	1%	13%	0.0%	-3%	15%	i	0.9	3%	8%
CS(=O)(=O)N(CC(=O)NCCSCc1cccc(Cl)c1)c1ccccc1F	-15%	-2%	-0.5%	8%	-19%	?	1.3	/	-1%
Cn1nnnc1SCC(=O)Nc1ccccc1N1CCCCC1	-10%	-16%	0.3%	4%	6%	i	-1.2	-1%	18%
Cc1cc(Nc2ccccc2)n(-c2cccc(Cl)c2)n1	-33%	19%	4.6%	26%	0%	i	0.3	?	0%
CCCCC(=O)Nc1ccccc1N1CCOCC1	-2%	-5%	1.9%	8%	1%	i	0.4	4%	6%
O=C(COc1ccccc1F)Nc1cc(S(=O)(=O)Nc2cccc(Cl)c2)ccc1O	-28%	-6%	2.5%	2%	?	i	0.5	-33%	-13%
Fc1ccc(-c2nc3c(Cl)cc(C(F)(F)F)cn3c2Cc2ccsc2)cc1	/	/	24%	6%	/	i	-0.6	15%	/
O=C(OCC(=O)N1CCCc2ccccc21)c1ccccc1[N+](=O)[O-]	6%	?	5.0%	9%	?	i	0.0	41%[activator]	2%
Cc1ccc(OCC2Cn3c(nc4c3c(=O)[nH]c(=O)n4C)O2)cc1C (stereo not given)	-21%	?	1.5%	12%	38%[activator]	i	0.2	-38%	-14%
Cc1nn(-c2ccc(F)cc2)c(-n2cccc2)c1C(=O)NCCc1ccc(Cl)cc1	-49%	?	-4.2%	/	?	?	/	?	-5%
CCSc1ncc(CO)c(N)n1	-15%	29%	-0.1%	4%	2%	i	-0.3	-12%	2%
CN(C(=O)COC(=O)C1COc2ccccc2O1)C1(C#N)CCCCC1 (stereo not given)	-1%	4%	-2.0%	12%	1%	i	1.2	1%	1%
O=C(NCC(=O)N(c1ccccc1F)C(C(=O)NC1CCCC1)c1ccco1)c1ccco1 (stereo not given)	4%	-17%	-0.1%	4%	1%	i	-2.3	4%	-2%
CC(C)CNC(=O)c1cccc(NC(=O)Cc2ccc(Cl)cc2)c1	-23%	-6%	-0.2%	6%	-12%	i	0.5	-4%	0%

Ordered by heavy-atom count (high to low): some entries from above.
SMILES	HepG2 viability	Nrf2 block	Nrf2 activator	EPAC2 agonist	TGFb inhibitor	S2 tox	IL-2 act	ATXN2 expr inh	A549 viability
O=C(COc1ccccc1F)Nc1cc(S(=O)(=O)Nc2cccc(Cl)c2)ccc1O	-28%	-6%	2.5%	2%	?	i	0.5	-33%	-13%
CN(C(=O)COC(=O)C1COc2ccccc2O1)C1(C#N)CCCCC1 (stereo not given)	-1%	4%	-2.0%	12%	1%	i	1.2	1%	1%
CC(C)CNC(=O)c1cccc(NC(=O)Cc2ccc(Cl)cc2)c1	-23%	-6%	-0.2%	6%	-12%	i	0.5	-4%	0%
CCCCC(=O)Nc1ccccc1N1CCOCC1	-2%	-5%	1.9%	8%	1%	i	0.4	4%	6%

The list goes on.
SMILES	HepG2 viability	Nrf2 block	Nrf2 activator	EPAC2 agonist	TGFb inhibitor	S2 tox	IL-2 act	ATXN2 expr inh	A549 viability
COCCSc1nnc(NC(=O)C2CCCCC2)s1	-7%	3%	-0.4%	-8%	-5%	i	-1.9	28%	6%
CSc1nnc2n(-c3ccccc3)c(=O)c3c4c(sc3n12)CCC4	-15%	/	2.1%	-2%	-3%	i	-1.3	-4%	0%
Cc1cccc(CS(=O)(=O)Cc2ccc(C(=O)NCC3CCCO3)o2)c1 (stereo not given)	-12%	-4%	-1.6%	-2%	0%	i	0.4	5%	4%
O=C(NC(=O)c1ccccc1)Nc1ccc(-n2nc(C(F)(F)F)cc2C(F)(F)F)cc1	2%	14%	0.4%	/	-19%	/	/	/	-4%
O=C1NC[C@@H](Cc2cccc3ccccc23)N(CCC23CC4CC(CC(C4)C2)C3)C1=O	-20%	10%	-0.3%	4%	0%	i	-0.2	-1%	-1%
Cc1c(S(=O)(=O)Nc2cccc(Cl)c2)c(=O)n(C)c(=O)n1C	3%	8%	-0.5%	8%	4%	i	2.5	8%	15%
O=C(CSc1nnc(-c2ccccc2)n1-c1ccc(Cl)cc1)NNC(=S)Nc1ccccc1	-3%	-17%	0.2%	-2%	1%	i	-0.7	-4%	0%
Nc1ccc(Cc2ccc(N)c(C(=O)O)c2)cc1C(=O)O	2%	/	-0.3%	-2%	35%[activator]	i	0.7	-10%	2%
COc1ccc(NC(=O)c2cc(S(=O)(=O)NCC3COc4ccccc4O3)ccc2F)cc1 (stereo not given)	-12%	?	-0.4%	-2%	?	i	-0.6	-9%	-13%
O=C(NCCCn1ccnc1)Nc1ccc(Cl)cc1Cl	-15%	?	0.0%	9%	14%	i	0.4	-10%	-1%
CN(Cc1cccs1)c1ncnc2sccc12	-13%	?	0.2%	5%	-4%	i	0.4	-9%	-5%
CCCCC(CC)C(=O)Nc1cc(C(=O)NCc2ccc(C)cc2)ccc1N1CCC2(CC1)CC(c1ccccc1)=NO2 (stereo not given)	-1%	7%	0.1%	-4%	8%	i	-0.7	2%	6%
Clc1ccc(CCNc2nc3cc(Cl)c(Cl)cc3n3cnnc23)cc1	2%	3%	-0.6%	/	10%	i	/	3%	0%
CCOc1ccc(C(CC(=O)O)NC(=O)CCCOc2ccc(Cl)cc2C)cc1 (stereo not given)	2%	1%	-0.1%	23%	3%	i	6.8	10%	-3%
CCN(CC)c1ccc(C(=O)NC(=S)Nc2cc(S(=O)(=O)N3CCOCC3)ccc2-n2cncn2)cc1	-6%	-17%	-0.3%	-3%	15%	i	-1.6	-28%	3%
COc1cc(/C=C2\SC(=S)N(CC(=O)Nc3ccc(O)cc3)C2=O)cc(OC)c1OC	8%	3%	0.4%	-1%	1%	i	-0.4	/	-8%
Cc1ccc(-c2cc(NC(=O)COc3c(C)cc(C)cc3C)on2)cc1	3%	23%	4.8%	/	6%	i	/	3%	9%
O=C(C[n+]1ccc(/C=N/O)cc1)N1CCCCC1	22%	?	-0.6%	8%	5%	i	1.5	2%	3%
O=C(Nc1ccc(N2CCCCC2)c(S(=O)(=O)Nc2ccccc2Cl)c1)c1cccnc1	-8%	?	0.4%	5%	13µM*	i	-5.4	0%	-5%
c1ccc(Oc2cccc(OCCCCN3CCCC3)c2)cc1	-52%	5%	3.1%	10%	?	i	-1.7	-17%	13%
O=S(=O)(c1ccc(-c2nnc(SCc3nnc(-c4ccccc4)o3)o2)cc1)N1CCCC1	1%	-9%	0.0%	-4%	-21%	i	-2.4	-1%	/
Cc1ccc(NC(=O)Cn2c(-c3nonc3N)nc3ccccc32)cc1C	-4%	?	0.5%	/	12%	i	/	11%	8%
Cc1cccc(N2C(=O)/C(=C\c3ccc(OC(F)F)cc3)c3ccccc3C2=O)c1	0%	2%	0.2%	-6%	-7%	i	0.2	-23%	-4%
CC(=O)c1ccc(S(=O)(=O)N2CCN(CCOc3ccccc3)CC2)cc1	-25%	?	-0.4%	12%	-25%	i	2.7	-14%	-12%
CCN(CC)CCOc1ccccc1C(C)=O	-4%	-7%	-0.6%	2%	0%	i	-0.5	-9%	1%
COCCNC(=O)c1cc(C(=O)CC(C)C)c[nH]1	-14%	-8%	0.6%	7%	6%	i	0.5	-7%	-3%

Assay outcomes from PubChem.
